# GAA spleen mod = inhibitors or activators of human alpha-glucosidase in spleen homogenate | P10253 | human spleen homogenate, 4-MU-alpha-glucoside fluorescence | Potency, µM (doses to about 79.9 µM), inactives show at the top dose activity change, negative = inhibition, hits mostly inhibitors | hit rate 0.006% among 240,000;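 also: 0% = enzyme with vehicle and -100% = no enzyme basal signal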
#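 Enzyme source: human spleen homogenate, 1 ug/well. Buffer 50 mM citric acid/K phosphate pH 5.0, 0.01% Tween-20. 4-MU-alpha-glucoside 1 mM; 37 C x 40 min; NaOH/glycine stop; fluorescence.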
# GAA inh = inhibitors of human lysosomal alpha-glucosidase. purified human GAA, 4-MU-alpha-glucoside fluorescence. Potency, µM (top dose mostly 76.9 µM), for inactives: at the top dose activity change, negative = inhibition, usual class: inhibitors. hit rate 0.005% among 200,000. AID 1466;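 also: plate controls were uninhibited enzyme wells for no effect and no-enzyme background for full effect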
#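 Endpoint fluorogenic read: 20 min room-temperature reaction of 4 nM human alpha-glucosidase with 400 uM 4-methylumbelliferyl-alpha-D-pyranoside, pH 5.0, quenched with 1M NaOH/1M glycine pH 10. AC50 from Hill modeling.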
# Tau fluor counter = counter-screen for tau fibril formation inhibitors. tau K18 P301L Alexa594 fluorescence, heparin fibrillization. Potency, µM (series often up to 57.7 µM), for inactives: at the highest dose activity change, negative = decrease. hit rate 0.93% among 280,000. AID 1463; also: % is scaled to controls: 0 for no effect and ±100 for the full control effect; nearly all actives have a fitted effect of over 55% in size
#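 Human K18 P301L tau (15 uM unlabeled plus 0.24 uM Alexa 594-labeled, final) in 100 mM sodium acetate pH 7 was mixed with compound and 20 uM heparin and incubated 6 hr at 37 C.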
# Tau fibril FP = tau fibrillization inhibition (FP); P10636; K18 P301L tau heparin fibrillization, Alexa594 FP, 6 h; Potency, µM (titrated, usually from 57.7 µM), inactives show at the top dose activity, negative = inhibition, most hits filed as inhibitors; hit rate 0.39% among 280,000; also: % is scaled to controls: 0 for no effect and ±100 for the full control effect; nearly all actives have a fitted effect of over 55% in size
# Target sequence (P10636 561-689 P618L limits assumed): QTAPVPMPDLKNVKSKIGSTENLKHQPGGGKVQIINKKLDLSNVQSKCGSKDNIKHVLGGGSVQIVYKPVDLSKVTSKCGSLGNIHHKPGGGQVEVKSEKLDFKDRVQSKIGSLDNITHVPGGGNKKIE
#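 Human tau K18 […] P301L fragment, 15 uM unlabeled plus 0.24 uM Alexa 594-labeled tau (final), with compound and 20 uM heparin in 100 mM sodium acetate pH 7; 6 hr at 37 C, then Alexa 594 FP read.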
# aGal spleen mod = inhibits or activates alpha-galactosidase in human spleen homogenate; hit rate 0.008% among 240,000; Potency, µM (titrated, usually from 80 µM), without a hit: at the top dose activity change, negative = inhibition, most hits filed as inhibitors; P06280; human spleen homogenate, 4MU-alpha-Gal fluorescence, 40 min; AID 2107;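 also: 0% = enzyme with vehicle and -100% = no enzyme basal signal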
# Target sequence (P06280 32-429 limits assumed): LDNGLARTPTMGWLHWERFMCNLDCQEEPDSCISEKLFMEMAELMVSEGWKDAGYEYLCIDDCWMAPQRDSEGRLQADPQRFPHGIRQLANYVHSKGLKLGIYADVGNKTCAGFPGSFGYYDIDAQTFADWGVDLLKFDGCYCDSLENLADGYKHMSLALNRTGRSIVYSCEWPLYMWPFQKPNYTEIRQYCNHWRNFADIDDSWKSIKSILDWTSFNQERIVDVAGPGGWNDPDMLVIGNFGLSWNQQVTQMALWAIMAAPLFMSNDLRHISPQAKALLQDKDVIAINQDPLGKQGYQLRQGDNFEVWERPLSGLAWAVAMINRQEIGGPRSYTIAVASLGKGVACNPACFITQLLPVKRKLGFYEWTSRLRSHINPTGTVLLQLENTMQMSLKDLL
#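 Human spleen homogenate (1 ug) was the enzyme source, with 4-methylumbelliferyl-alpha-D-galactopyranoside (1 mM final) in pH 5.0 citrate buffer with 0.01% Tween-20. Compounds were titrated; after 40 min at 37C, NaOH/glycine stop, 4-MU fluorescence read; AC50 from Hill fits.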
# Tau fibril ThT = tau fibrillization inhibition (ThT binding). hit rate 2.1% among 270,000. P10636. Potency, µM (titrated, usually from 57.4 µM), inactives show at the highest dose activity, negative = inhibition, hits mostly inhibitors. recombinant tau K18 P301L (four-repeat tau fragment), heparin-induced fibrillization, ThT fluorescence; also: % is scaled to controls: 0 for no effect and ±100 for the full control effect; nearly all actives have a fitted effect of over 55% in size
#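 Tau K18 P301L fragment (15 uM unlabeled plus 0.24 uM Alexa 594-labeled) in 100 mM sodium acetate pH 7 with compound, fibrillization induced by 20 uM heparin for 6 hr at 37 C. Thioflavin T (30 uM) added, fluorescence read after 1 hr (ex 450, em 510 nm).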
# GAA glycogen mod = GAA glycogen-cleavage inhibition or activation; hit rate 0.38% among 300,000; Potency, µM (series often up to 76.4 µM), for inactives: at the top dose activity change, negative = inhibition, hits mostly inhibitors; recombinant GAA, glycogen substrate, Amplex Red glucose oxidase fluorescence;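 also: 0% = full enzyme reaction and -100% = no-enzyme basal signal; the screen sought inhibitors and activators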
#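 Recombinant human enzyme (4 nM); glycogen substrate; 37 C, 40 min, pH 5.0. Readout: coupled glucose oxidase/Amplex Red fluorescence.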
# HTT ATP protect = protects HTT-Q103 PC12 cells, measured by ATP | PC12 HTT-Q103 induced, cytoprotection, ATP luminescence, 40 h | Potency, µM (titrated, usually from 56.4 µM), for inactives: cytoprotection (ATP increase), hits mostly activators | hit rate 0.14% among 230,000 | AID 1471;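 also: % of control where 0% means no effect; nearly all actives have a fitted effect of over 45% in size; toxic huntingtin expression switched on by the ecdysone agonist tebufenozide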
#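 Compounds added alongside 100 nM tebufenozide, which induces toxic Q103 huntingtin exon 1-GFP in stable PC12 cells; surviving cells quantified by luminescent ATP measurement. Medium: phenol red-free DMEM, 5% equine and 5% calf serum.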
# Starred values were filed as active, the others as inactive; u = inconclusive; x = not tested or not shown; [ ] = dose if it differs, or a comment. Calls follow the shape of the dose curve; as a rule, active = well fitted curve in the direction sought with a large enough effect; inconclusive = small, poorly fitted or top-dose-only effect, or another doubt; inactive = no such curve, though single readings can be large; an effect the other way counts as inactive or inconclusive. Potency is read from the fitted curve at half-maximal effect.
1	C=CCn1c(N(C)C)nc2c1c(=O)[nH]c(=O)n2C
2	CCCCC1=CC2=C(c3ccco3)C(=O)C(C)(OC(=O)c3ccc(OC)cc3)C(=O)C2=CN1CCc1c[nH]c2ccccc12 (configuration not stated)
3	CSCCOC(=O)c1[nH]c2c(c1C)C(=O)CC(c1ccco1)C2 (configuration not stated)
4	COc1ccc(OC)c(S(=O)(=O)Nc2ccc(Oc3ccccc3)cc2)c1
5	CC1(C)CC(=O)C=C(N2CCNCC2)C1
6	COCCCNC(=S)N1CCN(C(=O)c2ccco2)CC1
7	O=C(c1cnc2sccn2c1=O)N1CCN(c2ccccc2Cl)CC1
8	C=CCNC(=O)c1cc(-c2ccccc2O)on1

Assay by compound	1	2	3	4	5	6	7	8
GAA spleen mod	0%	-1%[17.4 µM]	-13%	-3%	-4%	3%	-4%	5%
GAA inh	x	x	0%	-7%	-4%	0%	x	0%
Tau fluor counter	4%	2%[11.6 µM]	-6%	-9%	4%	3%	-11%	2%
Tau fibril FP	0%	-2%[11.6 µM]	6%	-3%	8%	9%	-5%	-3%
aGal spleen mod	4%	-3%[17.5 µM]	24%	0%	4%	2%	1%	3%
Tau fibril ThT	3%	3%[11.5 µM]	-15%	-9%	6%	2%	x	8%
GAA glycogen mod	5%	x	0%	-6%	9%	-2%	-1%	-2%
HTT ATP protect	18%[10 µM]	11%[10 µM]	-35%[inhibitor]	-31%	-3%	6%[10 µM]	17%[10 µM]	-22%

9	O=Cc1cc2ccccc2nc1SCc1ccc(Cl)cc1
10	CCCNC(=O)OCC12CC3CC(CC(C3)C1)C2
11	O=C(Nc1nc(=O)n(C(=O)C2CC2)s1)c1ccccc1
12	CCOCC(=O)Nc1cc(C)on1
13	Nc1cccc(C(=O)Nc2ccc(N)cc2Cl)c1
14	CCOc1ccccc1CNS(=O)(=O)c1ccc(-c2cnc(C3CC3)o2)cc1
15	CC(=O)Nc1ccc(S(=O)(=O)NNC(=O)COc2ccc(C)cc2)cc1
16	CCN(CC)CCOc1ccc(/C(=C(/Cl)c2ccccc2)c2ccccc2)cc1

Assay by compound	9	10	11	12	13	14	15	16
GAA spleen mod	-8%	0%	2%	-6%	-7%	x	-2%	2%
GAA inh	-3%	-7%	-12%	6%	0%	x	-21%	-1%
Tau fluor counter	-12%	-1%	-19%	-3%	-9%	-16%	1%	-6%
Tau fibril FP	-11%	8%	u	2%	5%	2%	3%	15%
aGal spleen mod	-4%	4%	2%	-8%	-10%	x	6%	-3%
Tau fibril ThT	u	-1%	11µM*	-2%	-16%	-12%	2%	u
GAA glycogen mod	-10%	-6%	6%	-5%	5%	-18%[76.3 µM]	-4%	15%[76.3 µM]
HTT ATP protect	-90%[inhibitor]	3%[10 µM]	-1%[10 µM]	0%	-31%	x	-6%[10 µM]	-77%

17	O=[N+]([O-])c1ccc(S(=O)(=O)N2CCN=C2SCc2cccnc2)cc1
18	CC(C)CCNC(=O)Cc1ccccc1[N+](=O)[O-]
19	COc1cc(S(=O)(=O)N(Cc2ccccn2)Cc2ccccc2Cl)ccc1-n1cnnn1
20	COc1ccc2oc(C)c(C(N)=O)c2c1
21	COC(=O)C/C=C\[C@@H](C)[C@@H](/C=N\OCC[C@@H]1C=C[C@H](OC(C)=O)[C@H](COC(C)=O)O1)OC
22	O=C(CN1C(=O)C2CC=CCC2C1=O)Nc1nnc(SCc2ccc(F)cc2)s1 (configuration not stated)
23	O=C(COC(=O)c1ccco1)Nc1nc2ccc([N+](=O)[O-])cc2s1
24	CCOC(=O)c1sc2nc(C)nc(SCC(=O)NC(C)CCc3ccccc3)c2c1C (configuration not stated)

Assay by compound	17	18	19	20	21	22	23	24
GAA spleen mod	0%	-6%	-12%	-8%	-2%[17.4 µM]	9%	0%	7%
GAA inh	0%	1%	-4%	u	x	-7%	-1%[15.4 µM]	7%
Tau fluor counter	-11%	6%	-8%	-11%	-7%[11.6 µM]	-19%	u	-11%
Tau fibril FP	8%	11%	-2%	-4%	-3%[11.6 µM]	1%	4%	-7%
aGal spleen mod	3%	-3%	4%	-4%	-2%[17.5 µM]	8%	4%	11%
Tau fibril ThT	-8%	0%	-6%	-11%	-6%[11.5 µM]	-8%	u	-11%
GAA glycogen mod	7%	-6%	2%	1%	x	-3%	3%	-3%
HTT ATP protect	-24%	-1%	3%[1.9 µM]	8%[10 µM]	-18%[10 µM]	-2%	6%[10 µM]	26%[10 µM]

25	COc1ccc(CN2CCNC(=O)C2CC(=O)NCCSc2nccn2C)c(OC)c1 (configuration not stated)
26	O=c1cc(-c2ccccc2)nc(SCc2ccc(F)cc2)[nH]1
27	CCOC(=O)c1cc2sc(C)cc2n1CC(=O)N1CCc2ccccc21
28	CC(=O)C(CC(=O)N1CCCc2ccccc21)C(=O)Nc1ccc(F)cc1 (configuration not stated)
29	C=CC[C@@H]1C=C[C@@H](O/N=C\c2ccc(C(=O)N3[C@H](c4ccc(C)cc4)[C@@H](C)CC[C@H]3C(=O)OC)cc2)[C@@H](CO)O1
30	C#CCOCCOCCOCCNc1nc(N2CCN(C(=O)C(Cc3ccc(O)cc3)n3cc(C(N)CC(C)C)nn3)CC2)nc(N2CCN(C(=O)C(Cc3ccc(O)cc3)n3cc(C(N)C(C)CC)nn3)CC2)n1 (configuration not stated)
31	CCOc1ccc(NC(=S)NN(C)C(=S)Nc2ccc(OCC)cc2)cc1
32	Cc1ccc(C(=O)C2=C(O)C(=O)N(c3ncccn3)C2c2ccc(F)cc2)o1 (configuration not stated)

Assay by compound	25	26	27	28	29	30	31	32
GAA spleen mod	6%	-1%	-11%	-7%	-3%[17.4 µM]	-1%	u	-2%
GAA inh	11%	1%	-2%	2%	x	x	-11%	x
Tau fluor counter	-9%	-1%	1%	-9%	-5%[11.6 µM]	2%	18µM*[quencher]	-11%
Tau fibril FP	-1%	-16%	-2%	7%	3%[11.6 µM]	3%	14%	-3%
aGal spleen mod	4%	-9%	1%	-4%	-7%[17.5 µM]	-3%	-8%	-2%
Tau fibril ThT	-13%	3%	-2%	-10%	-16%[11.5 µM]	-9%	u	-15%
GAA glycogen mod	13%	4%	-2%	2%	x	-1%	u	1%
HTT ATP protect	32%[10 µM]	10%[10 µM]	-2%	13%	2%[10 µM]	26%[10 µM]	x	16%[10 µM]

33	CCCCC[C@H](O)/C=C/[C@@H]1[C@@H](CC(=O)CCC(=O)O)[C@@H](O)C[C@H]1O
34	O=C1CC(c2cccc(Br)c2)c2cc3c(cc2N1)CCC3 (configuration not stated)
35	COc1cc(-c2noc(CN3CCN(c4cccc(Cl)c4)CC3)n2)cc(OC)c1OC
36	CCc1nnc(NS(=O)(=O)c2ccc(NC(=S)NC(=O)/C=C/c3ccc(C(C)C)cc3)cc2)s1
37	N#C/C(=C\c1ccccc1)C(=O)Nc1nncs1
38	Cc1cnc(NC(=O)CCNC(=O)c2ccccc2Cl)s1
39	CCOC(=O)C1(CC2CCCCO2)CCN(C(=O)Nc2ccccc2SC)CC1 (configuration not stated)
40	Cc1ccccc1N=CC=C1OC(C)(C)C(C)(C)O1

Assay by compound	33	34	35	36	37	38	39	40
GAA spleen mod	9%	-6%	x	-15%	3%	-14%	-2%	5%
GAA inh	x	-12%	x	-13%	-5%	u	-2%	2%
Tau fluor counter	-3%	-5%	-24%	-12%	-10%	5%	-9%	4%
Tau fibril FP	-5%	-1%	3%	-4%	-4%	4%	-5%	-7%
aGal spleen mod	1%	0%	x	-12%	-22%	-3%	-4%	14%
Tau fibril ThT	-2%	-1%	-15%	u	-10%	4%	-13%	8%
GAA glycogen mod	x	7%	-12%[76.3 µM]	-2%	9%	8%	11%	-12%
HTT ATP protect	u	-77%[inhibitor]	x	6%	-12%[10 µM]	-23%	-10%	15%[10 µM]

41	O=C(NC1CC1)C1CC(=O)N(C2CCCCC2)C1 (configuration not stated)
42	Cc1ccc(S(=O)(=O)/N=C(\N)Nc2nc(C)c3cc(C)c(C)cc3n2)cc1
43	O=C(NNC(=O)C1CCCN(c2ncccn2)C1)c1ccncc1 (configuration not stated)
44	CCCCOC(=O)N1CCOCCOCCN(C(=O)OCCCC)CCOCCOCC1

Assay by compound	41	42	43	44
GAA spleen mod	1%	-1%	4%	-2%
GAA inh	3%	5%	-6%	-1%
Tau fluor counter	-5%	6%	-1%	-5%
Tau fibril FP	0%	-6%	-7%	-3%
aGal spleen mod	-8%	-12%	0%	-3%
Tau fibril ThT	-6%	3%	-1%	0%
GAA glycogen mod	12%	-1%	10%	12%
HTT ATP protect	-38%	25%[10 µM]	27%[10 µM]	13%

# Already shown: entries from further up.
1	C=CCn1c(N(C)C)nc2c1c(=O)[nH]c(=O)n2C
2	CCCCC1=CC2=C(c3ccco3)C(=O)C(C)(OC(=O)c3ccc(OC)cc3)C(=O)C2=CN1CCc1c[nH]c2ccccc12 (configuration not stated)
3	CSCCOC(=O)c1[nH]c2c(c1C)C(=O)CC(c1ccco1)C2 (configuration not stated)
4	COc1ccc(OC)c(S(=O)(=O)Nc2ccc(Oc3ccccc3)cc2)c1
5	CC1(C)CC(=O)C=C(N2CCNCC2)C1
6	COCCCNC(=S)N1CCN(C(=O)c2ccco2)CC1
7	O=C(c1cnc2sccn2c1=O)N1CCN(c2ccccc2Cl)CC1

Assay by compound	1	2	3	4	5	6	7
GAA spleen mod	0%	-1%[17.4 µM]	-13%	-3%	-4%	3%	-4%
GAA inh	x	x	0%	-7%	-4%	0%	x
Tau fluor counter	4%	2%[11.6 µM]	-6%	-9%	4%	3%	-11%
Tau fibril FP	0%	-2%[11.6 µM]	6%	-3%	8%	9%	-5%
aGal spleen mod	4%	-3%[17.5 µM]	24%	0%	4%	2%	1%
Tau fibril ThT	3%	3%[11.5 µM]	-15%	-9%	6%	2%	x
GAA glycogen mod	5%	x	0%	-6%	9%	-2%	-1%
HTT ATP protect	18%[10 µM]	11%[10 µM]	-35%[inhibitor]	-31%	-3%	6%[10 µM]	17%[10 µM]

# Screening data as filed in PubChem.
